APEX1 inh: qHTS Assay for Inhibitors of the Human Apurinic/apyrimidinic Endonuclease 1 (APE1). DNA repair nuclease/redox regulator APEX1 (Homo sapiens), P27695. recombinant APE1, TAMRA/BHQ-2 abasic DNA cleavage fluorescence. Potency, µM (top dose mostly 65.8 µM), inactives show at the top dose activity change, negative = inhibition, most hits filed as inhibitors. hit rate 0.35% among 350,000;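 further: potency means the concentration at half of the fitted maximal effect; plate controls were vehicle for no effect and reference inhibitor for full effect; nearly all actives have a fitted effect of over 55% in size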
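Step 1: APE1 (0.75 nM) with compound, 15 min RT. Step 2: add 50 nM fluorophore/quencher THF duplex. Step 3: three fluorescence reads 60 s apart (525/598 nm); read 3 minus read 1 = reaction progress.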
ERG-DNA inh: qHTS for Small Molecule Inhibitors of the ERG Ets/DNA interaction | fluorescence polarization, His-ERG Ets domain / labelled DNA | AID 624246, 2012 | Potency, µM (highest dose often 76.9 µM), for inactives: top-dose FP activity, negative = inhibition, hits mostly inhibitors | Transcriptional regulator ERG (Homo sapiens), P11308 | hit rate 0.028% among 370,000; active means well fitted inhibition curve with a large enough effect in the polarisation, with a control signal flat; inconclusive means small, poorly fitted or top-dose-only effect, or effect the other way, or a change in a side signal; inactive means no such curve, though single readings can be large or run the other way; the % refers to the polarisation;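 further: polarization taken with two DNA probes labelled with fluorescein and Texas red; potency means the concentration at half of the fitted maximal effect; % of control where 0% means no effect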
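His-tagged ERG Ets domain (1 uM in the protein solution; 300mM KCl, 50mM Tris-HCl, 1mM EDTA, 1mM DTT, pH 7.5) received compound, then a probe mix of 5 nM fluorescein-DNA and 100nM Texas-615-DNA. Fluorescence polarization was read for both dyes.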
Apoferritin bind: qHTS Assay for Identification of Novel General Anesthetics | Ferritin light chain (Equus caballus), P02791 | Potency, µM (titrated, usually from 77.5 µM), without a hit: at the top dose activity change, negative = displacement, actives largely listed as inhibitors | hit rate 0.074% among 350,000 | apoferritin/1-aminoanthracene competitive binding, fluorescence; further: potency means the concentration at half of the fitted maximal effect; on the % scale 0 is the no-effect control and ±100 the full control effect; nearly all actives have a fitted effect of over 20% in size
Target sequence (P02791 2-175 limits assumed): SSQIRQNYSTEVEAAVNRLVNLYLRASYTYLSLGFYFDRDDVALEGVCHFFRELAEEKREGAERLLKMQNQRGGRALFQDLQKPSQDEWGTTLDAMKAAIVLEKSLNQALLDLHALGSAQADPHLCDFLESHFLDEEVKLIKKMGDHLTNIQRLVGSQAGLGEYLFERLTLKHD
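In PBS, apoferritin at 10 uM is loaded with 1-AMA from a 50% saturated solution. After 10 min of compound exposure at ambient temperature, reduced 535 nm fluorescence indicates probe displacement.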
RGS4 inh: Inhibitors of Regulator of G Protein Signaling (RGS) 4: qHTS | hit rate 0.039% among 390,000 | Transcreener GDP fluorescence polarization, RGS4-accelerated GTP hydrolysis | Regulator of G-protein signaling 4 (Homo sapiens), P49798 | Potency, µM (doses to about 114 µM), for inactives: at the highest dose activity change, negative = inhibition, usual class: inhibitors; further: potency means the concentration at half of the fitted maximal effect; on the % scale 0 is the no-effect control and ±100 the full control effect; nearly all actives have a fitted effect of over 75% in size; some results filed as inactive show a strong effect at the top dose
Target sequence (P49798 whole entry, looked up): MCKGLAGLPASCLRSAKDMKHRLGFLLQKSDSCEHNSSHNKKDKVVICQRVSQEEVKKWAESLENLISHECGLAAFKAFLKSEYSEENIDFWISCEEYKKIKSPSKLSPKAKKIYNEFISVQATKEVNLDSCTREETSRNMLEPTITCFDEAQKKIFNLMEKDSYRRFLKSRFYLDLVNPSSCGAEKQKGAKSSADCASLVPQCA
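MLSMR compounds (23 nl, pin-transferred) preincubated 10 min at room temperature with a 500nM (2x) first reagent, then RGS4 at 900nM (2x) plus Transcreener GDP mix added; fluorescence polarization (620/688 nm) read before and after 90 min at 30 °C.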
LDHA inh: qHTS assay for inhibitors of human lactate dehydrogenase; L-lactate dehydrogenase A chain (Homo sapiens), P00338; purified LDHA, NADH/diaphorase-resazurin fluorescence; stronger effect = lower value; activity change, % (values are at about 110 or 230 µM); hit rate 0.15% among 480,000; in the data active means activity change below about -30%; inconclusive means mostly about -25% to -30%;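 further: plate controls were DMSO wells for no effect and wells without enzyme for full effect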
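Human LDH5 (2 nM) was incubated with 0.06 mM NADH and 0.2 mM pyruvate for 5 min at room temperature in Tris pH 7.4. Remaining NADH was coupled through diaphorase/resazurin, and resorufin fluorescence was read at 0 and 20 min.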
POLH inh: qHTS for Inhibitors of Polymerase Eta; DNA polymerase eta (Homo sapiens), Q9Y253; recombinant Pol eta, fluorescent DNA replication assay; Potency, µM (titrated, usually from 114 µM), without a hit: at the top dose activity change, negative = inhibition, usual class: inhibitors; hit rate 1.2% among 390,000; AID 588591, 2011; further: potency means the concentration at half of the fitted maximal effect; on the % scale 0 is the no-effect control and ±100 the full control effect
Target sequence (Q9Y253 whole entry, looked up): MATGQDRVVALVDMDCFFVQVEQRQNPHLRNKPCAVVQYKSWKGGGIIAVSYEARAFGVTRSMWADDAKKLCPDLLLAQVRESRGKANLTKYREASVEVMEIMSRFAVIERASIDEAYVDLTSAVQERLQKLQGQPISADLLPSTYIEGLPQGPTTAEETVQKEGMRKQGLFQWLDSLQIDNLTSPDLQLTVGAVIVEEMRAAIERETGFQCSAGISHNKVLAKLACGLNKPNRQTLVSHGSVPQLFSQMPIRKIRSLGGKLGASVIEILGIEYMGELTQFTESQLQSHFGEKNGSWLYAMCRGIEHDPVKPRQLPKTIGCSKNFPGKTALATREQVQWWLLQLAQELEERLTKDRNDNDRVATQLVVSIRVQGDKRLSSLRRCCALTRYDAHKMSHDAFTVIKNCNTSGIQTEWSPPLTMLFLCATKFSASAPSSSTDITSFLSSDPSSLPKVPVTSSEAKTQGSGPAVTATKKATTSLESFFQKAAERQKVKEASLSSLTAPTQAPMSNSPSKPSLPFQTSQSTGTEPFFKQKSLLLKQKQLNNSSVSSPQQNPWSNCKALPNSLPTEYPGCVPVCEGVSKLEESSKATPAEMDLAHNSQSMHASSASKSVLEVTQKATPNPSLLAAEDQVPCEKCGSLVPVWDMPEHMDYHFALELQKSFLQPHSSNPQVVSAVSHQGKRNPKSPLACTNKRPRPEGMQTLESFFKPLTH
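Pol eta (10 nM) was preincubated with compounds for 15 min at room temperature, after which fluorescent replication substrate (50 nM final) was added to start the reaction. Fluorescence was read kinetically at 0 and 10 min.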
POLK inh: qHTS for Inhibitors of Polymerase Kappa. purified Pol kappa, fluorescent DNA synthesis assay, 10 min. Potency, µM (top dose mostly 107 µM), inactives show at the top dose activity, negative = inhibition, usual class: inhibitors. hit rate 0.53% among 400,000. AID 588579, 2011; further: potency means the concentration at half of the fitted maximal effect; on the % scale 0 is the no-effect control and ±100 the full control effect
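Here, compound and 10 nM enzyme are combined for 15 min at room temperature; adding 50 nM substrate (final) starts DNA synthesis, tracked by fluorescence at 0 and 10 min against buffer-only wells.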
POLB inh: qHTS Assay for Inhibitors of DNA Polymerase Beta. P06746. Pol beta primer extension/strand displacement, fluorescence kinetic. Potency, µM (top dose mostly 114 µM), without a hit: top-dose activity change, negative = inhibition, hits mostly inhibitors. hit rate 1.3% among 340,000. AID 485314, 2010; further: potency means the concentration at half of the fitted maximal effect; on the % scale 0 is the no-effect control and ±100 the full control effect
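Preincubation: enzyme (10 nM) with compound, 15 min, RT. Reaction: substrate added to 50 nM final. Reads: 0 and 10 min. Analysis: normalized, Hill fit.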
12-LOX inh: Primary qHTS assay for inhibitors of human arachidonate 12S-lipoxygenase (ALOX12): Round 2 | purified 12hLO, xylenol orange hydroperoxide absorbance | Potency, µM (doses to about 108 µM), for the others: at the top dose activity change, negative = inhibition, hits mostly inhibitors | hit rate 1.1% among 580,000; further: potency means the concentration at half of the fitted maximal effect; on the % scale 0 is the no-effect control and ±100 the full control effect
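Hydroperoxide product was detected by ferrous iron/xylenol orange as the 573 to 405 nm absorbance ratio. Arachidonic acid at 40 uM (final) was turned over for 30 min at room temperature by 150 nM human 12hLO, pH 7.0 Hepes buffer, after 15 min compound preincubation.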
* hit, by the source's call; ? = inconclusive; . = no result given; & = joins results of further samples; [ ] = dose if it differs, or a comment. Unless noted, the call rests on the fitted dose curve; in most records, active means well fitted curve in the direction sought with a large enough effect; inconclusive means small, poorly fitted or top-dose-only effect, or another doubt; inactive means no such curve, though single readings can be large; an effect the other way counts as inactive or inconclusive. A portion of the library, so the mix of outcomes need not match the whole.

The line under a structure holds: LDHA inh	APEX1 inh	POLH inh	RGS4 inh	ERG-DNA inh	POLK inh	Apoferritin bind	12-LOX inh	POLB inh
1: CCNc1nc(NCC)nc(N/N=C/c2ccc(N(C)C)cc2)n1
 : -4	-1%	3%	24%	-9%	-20%	8%	5%	-20%
2: COc1ccc(Cl)c(Cn2c(NCCCO)nc3c2c(=O)n(C)c(=O)n3C)c1
 : -6	0%	0%	-26%	-7%	-17%	-12%	62%[activator]	-1%
3: CCS(=O)(=O)Nc1cccc(-c2ccc3nnc(C)n3n2)c1
 : .	-3%	.	.	.	.	-3%	5%	12%
4: N#Cc1ccsc1NC(=O)COC(=O)c1cc(Br)ccc1O
 : -2	-7%	-15%	-21%	14%	-7%	-10%	32%[activator]	12%
5: CCN(C(=O)c1cccc(NC(=O)c2ccccc2)c1)C1CCCCC1
 : -2	17%	-14%	2%	13%	0%	-19%	0%	16%
6: CCc1nnc(NC(=O)c2ccc3ccccc3n2)s1
 : -1	-1%	-1%	-52%	4%	-3%	?	-10%	1%
7: COc1ccc(CCN2C(=O)C3C4CC(C5C(C(=O)O)=NOC45)C3C2=O)cc1OC (stereo not given)
 : -19	?	9%	0%	-6%	-2%	-10%	5%	-6%
8: CCCn1c(SCC(=O)Nc2nc(C)cs2)nnc1-c1cccnc1
 : -2	-2%	2%	40%	-8%	-11%	-12%	-26%	31%
9: O=c1cc(CSc2nnnn2-c2ccccc2)nc2nc[nH]n12
 : 2	1%	4%	-3%	3%	-14%	4%	?	0%
10: CCN1CCN(C(=O)C(C)N(c2ccc(C)cc2)S(C)(=O)=O)CC1 (stereo not given)
 : -2	0%	-17%	-20%	1%	-2%	-2%	6%	-2%
11: CCc1nnc(SCc2c(F)cccc2Cl)c2cc3sccc3n12
 : -1	.	12%	15%	-7%	3%	-12%	-25%	-2%
12: O=C(COC(=O)c1ccco1)Nc1cc(S(=O)(=O)N2CCCCC2)ccc1Cl
 : -5	-2%	-21%	-15%	-2%	-8%	.	313%[activator]	.
13: NC(=O)c1ccc(-c2nnn(CC(=O)N(C3CCCC3)C3CCS(=O)(=O)C3)n2)cc1 (stereo not given)
 : -4	-4%	-3%	10%	-5%	-22%	.	-20%	.
14: CN1C(=O)NC2(O)C(=O)c3ccccc3C12O (stereo not given)
 : -5	-1%	0%	-75%[11.4 µM]	3%	-2%	2%	-7%	-15%
15: CCOc1ccc2[nH]c(=O)c(CN(Cc3ccco3)Cc3nnnn3Cc3ccccc3)cc2c1
 : 9	?	-9%	-25%	16%	-12%	-8%	-4%	-18%
16: CC(C)NC(=O)N(C)C[C@H]1Oc2c(NC(=O)C3CCCCC3)cccc2C(=O)N([C@H](C)CO)C[C@@H]1C
 : -1	12%	-10%	18%	0%	-11%	.	9%	.
17: O=C(CCCc1ccccc1)NCCc1ccccc1
 : -2	-8%	-11%	-7%	4%	-6%	-7%	-12%	-25%
18: CNC(=O)CSc1nnc(-c2ccccc2F)n1CCc1ccccc1
 : -4	3%	-5%	35%	-11%	-10%	0%	15%	25%
19: COc1ccccc1NC(=O)Nc1nnc(C(C)c2ccccc2)s1 (stereo not given)
 : -10	-4%	-8%	18%	-7%	-8%	?	0%	-1%
20: Cc1noc(C)c1CSCc1ccc(Cl)cc1
 : -7	-6%	-14%	-9%	54%[activator]	4%	-13%	?	2%
21: O=C(c1ccccc1)N1CCCC(c2nc3c(nnn3Cc3ccc(F)cc3F)c(=O)[nH]2)C1 (stereo not given)
 : -6	.	.	-4%	-2%	-2%	1%	?	32%
22: CC(C)c1ccc(C(N)=S)cc1
 : -10	-4%	-7%	-4%	-9%	-4%	-17%	?	3%
23: COc1ccc(CNC(=O)COC(=O)/C=C/c2ccc(S(=O)(=O)N3CCOCC3)cc2)cc1
 : -12	?	3%	30%	-3%	-3%	-22%	2%	2%
24: CN(CCc1ccccc1)C(=O)c1ccc(NC(=O)Cc2ccc(NC(=O)C3CCCN(C(=O)c4ccccc4)C3)cc2)cc1 (stereo not given)
 : -2	.	-8%	11%	6%	-2%	.	9%	.
25: CC(C)(S)[C@@H](N)C(=O)O
 : -5	12%&10%	-2%	-6%	-6%	-17%	7%&5%	?	24%
26: CCN(CC)c1ccc(NC(=O)CNCc2ccccc2Cl)c(C)c1
 : -12	9%	3%	2%	8%	-13%	-8%	?	1%
27: COC(=O)c1ccc2c(c1)C(C)(C)C(/C=C/c1ccccc1O)=[N+]2C
 : 5	?	19%	?	?	35µM*	?	?	?
28: COc1cc(C(=O)NCC(C)(C)CNC(=O)c2cc(OC)c(OC)c(OC)c2)cc(OC)c1OC
 : -2	-4%	0%	2%	3%	1%	-6%	11%	0%
29: Cc1ccc(NC(=O)C2CCN(S(=O)(=O)c3ccc4c(c3)OCCO4)CC2)c(O)c1
 : -2	22%	-6%	-32%	-8%	-4%	.	-17%	.
30: COc1ccc(-c2cc3nnc(-c4ccccc4)nc3s2)cc1
 : -5	7%	-2%	-23%	-10%	-2%	3%	-30%	-1%
31: Cc1ccc(/C(O)=C2/C(=O)C(=O)N(CCN3CCOCC3)C2c2ccccn2)cc1 (stereo not given)
 : 8	7%	-9%	-37%	7%	-9%	0%	0%	7%
32: O=C1Nc2ccc(Br)cc2C1(O)c1ccc(F)cc1 (stereo not given)
 : -1	8%	?	1%	-11%	8%	-6%	6%	14%
33: COc1ccc(C(=O)Cc2cc3cccc(OC)c3oc2=O)cc1
 : -12	19%	-16%	3%	1%	-16%	-9%	63%[activator]	23%
34: Cc1cc(F)ccc1NCc1ccc([N+](=O)[O-])cc1
 : -10	-6%	-30%	8%	-9%	-7%	?	0%	?
35: Cc1ccccc1N1CCN(Cc2nc(Cc3ccccc3)no2)CC1
 : -2	-6%	-7%	-12%	-8%	2%	-13%	-2%	-7%
36: Nn1c(CN2CCCCC2)nc2ccccc2c1=O
 : -4	15%	-5%	17%	.	-1%	0%	21%	2%
37: COc1ccc(OC)c(C(c2nnnn2C2CCCC2)N2CCN(c3ccc(F)cc3)CC2)c1 (stereo not given)
 : 4	-10%	-25%	45%	-4%	-3%	-9%	?	-13%
38: Cc1ccc(N(C)C2=NC(=O)CS2)cc1Cl
 : -5	5%	-15%	16%	4%	-6%	-20%	1%	-2%
39: O=C(c1ccc2c(c1)OCO2)N1CCN(c2ccc(C(F)(F)F)cn2)CC1
 : -2	5%	-11%	-9%	.	-16%	-12%	0%	-7%
40: O=C(COC(=O)CNC(=O)c1ccccc1Cl)NC1CCCC1
 : -7	29%	-13%	-5%	-1%	-5%	.	0%	.
41: COC(=O)c1c(N2C(=O)CC(Sc3ccccc3C(=O)O)C2=O)sc2c1CCCC2 (stereo not given)
 : -4	?	1%	-22%	-15%	1%	-15%	?	34%
42: O=C(Nc1ccccc1C(=O)N1CCOCC1)c1ccc(F)cc1
 : -4	5%	-2%	-15%[11.4 µM]	0%	-15%	0%	-3%	-2%
43: O=C(NCC(=O)N(c1ccc(F)cc1)C(C(=O)NC1CCCCC1)c1cccnc1)c1ccco1 (stereo not given)
 : -2	2%	-14%	-53%	-2%	-1%	-15%	0%	8%
44: CC(=O)c1ccc(S(=O)(=O)Nc2ccc(-n3cnnn3)cc2)cc1
 : -2	14%	32µM*	-4%	-2%	-35%	.	-22%	.
45: CCn1ncc(CNC(=O)CCSc2nc(-c3ccco3)cc(C(F)(F)F)n2)c1C
 : 1	1%	-1%	-7%	-2%	-19%	-7%	273%[activator]	-2%
46: CCOc1cc(-c2nc(-c3ccncc3)no2)cc(OCC)c1OCC
 : -2	2%	-5%	0%	0%	9%	-3%	-6%	-1%
47: O=c1c2ccccc2nc(/C=C/c2cccc(Br)c2)n1CCCO
 : -11	6%	-19%	-9%	14%	-21%	7%	0%	-15%
48: COc1ccccc1-n1nc(-c2ccccc2)c2cnc3cc(C(F)(F)F)ccc3c21
 : -6	.	-5%	9%	4%	-5%	-13%	-13%	32%[activator]
49: CC(OC(=O)CNC(=O)c1ccc(Cl)c([N+](=O)[O-])c1)C(=O)NC1CCCCC1C (stereo not given)
 : 15	-1%	-15%	-16%	-1%	-9%	.	?	.
50: CCOC(=O)c1sc(NC(=O)CSc2nncn2C)nc1C
 : -1	-4%	-14%	-9%	10%	2%	-2%	-3%	2%
51: CCOC(=O)c1ccc(Nc2c(-c3ccc(O)c(OC)c3)nc3nc[nH]n23)cc1
 : 18	.	-8%	-10%	4%	-5%[60.1 µM]	-16%	-9%	0%

In the list so far, 2 contain a nitro group on carbon:
The line under a structure holds: LDHA inh	APEX1 inh	POLH inh	RGS4 inh	ERG-DNA inh	POLK inh	Apoferritin bind	12-LOX inh	POLB inh
34: Cc1cc(F)ccc1NCc1ccc([N+](=O)[O-])cc1
 : -10	-6%	-30%	8%	-9%	-7%	?	0%	?
49: CC(OC(=O)CNC(=O)c1ccc(Cl)c([N+](=O)[O-])c1)C(=O)NC1CCCCC1C (stereo not given)
 : 15	-1%	-15%	-16%	-1%	-9%	.	?	.
